# ROC1-CUL1 inh: blocks human RBX1-Cullin-1 di-ubiquitin formation; P62877+Q13616; in vitro K48 di-Ub FRET, acceptor:donor ratio, 45 min; inhibition, % at 10 µM; 0.6% of 140,000 active; in the data active means inhibition above about 25%
# Target sequence (P62877 whole entry, looked up): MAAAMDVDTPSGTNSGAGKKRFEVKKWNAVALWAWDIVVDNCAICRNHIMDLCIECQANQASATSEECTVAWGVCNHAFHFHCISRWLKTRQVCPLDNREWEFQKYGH
# Target sequence (Q13616 whole entry, looked up): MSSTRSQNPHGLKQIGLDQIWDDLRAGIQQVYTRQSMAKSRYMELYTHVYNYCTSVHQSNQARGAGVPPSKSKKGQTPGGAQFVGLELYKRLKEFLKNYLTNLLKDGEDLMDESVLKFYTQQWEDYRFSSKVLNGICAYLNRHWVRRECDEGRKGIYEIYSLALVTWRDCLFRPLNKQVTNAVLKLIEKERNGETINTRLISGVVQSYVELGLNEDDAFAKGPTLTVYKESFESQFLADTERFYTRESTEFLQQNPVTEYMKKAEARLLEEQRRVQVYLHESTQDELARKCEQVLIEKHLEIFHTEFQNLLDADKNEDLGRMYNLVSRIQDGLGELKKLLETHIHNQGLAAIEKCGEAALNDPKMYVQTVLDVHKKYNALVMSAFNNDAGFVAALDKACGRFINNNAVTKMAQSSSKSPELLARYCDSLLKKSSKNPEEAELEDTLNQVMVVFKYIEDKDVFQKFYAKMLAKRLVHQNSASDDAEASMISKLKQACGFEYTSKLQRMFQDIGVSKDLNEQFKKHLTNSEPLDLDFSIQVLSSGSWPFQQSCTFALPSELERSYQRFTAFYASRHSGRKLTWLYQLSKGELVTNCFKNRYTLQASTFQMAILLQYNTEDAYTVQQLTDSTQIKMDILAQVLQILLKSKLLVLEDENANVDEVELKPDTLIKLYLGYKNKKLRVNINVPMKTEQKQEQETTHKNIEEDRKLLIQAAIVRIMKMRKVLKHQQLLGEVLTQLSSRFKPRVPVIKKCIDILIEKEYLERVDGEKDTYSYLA
# The depositor's hits bear a star. An excerpt; the hit share may differ from the screen's.
ROC1-CUL1 inh	SMILES
-9.7	COc1ccc(CCNC(=O)c2ccc3c(c2)nc2n3CCCCC2)cc1OC
-8.5	CCOC(=O)c1cccc(NC(=O)CSc2cc(C)c3ccccc3n2)c1
-5.2	CC1(C)O[C@@H]2[C@H](O1)[C@@H](n1ncc(=O)[nH]c1=O)O[C@H]2CO
7.6	CCN1CCN(c2ccc(C(=O)OC)cc2NC(=O)c2ccc(C)cc2)CC1
7.3	O=C(NC1CC1)C1CCN(C2CCN(C(=O)c3ccc(Cl)cc3)CC2)CC1
1.9	Cc1ccc(NC(=O)C2C(=O)N(C)c3ccccc32)cc1 (stereo unspecified)
12.5	C=C1C(C(=O)Nc2ccccc2F)C1C(=O)Nc1ccccc1F (stereo unspecified)
1.7	Cc1nc(SCC(=O)c2ccc(Cl)cc2)c2c3c(sc2n1)CCCC3
2.0	COCCNc1nc2c(S(=O)(=O)c3ccccc3)nnn2c2ccc(Cl)cc12
-4.0	CCCCn1cc2c(c1-c1ccc(Cl)cc1)c(=O)n(C)c(=O)n2C
-5.6	O=C1S/C(=C/C=C/c2ccccc2)C(=O)N1CNc1cccc(C(F)(F)F)c1
2.6	CCOc1cc(C#N)c(NC(=O)c2ccc(OC)c(S(=O)(=O)N3CCN(c4ccccc4)CC3)c2)cc1OCC

# 6 compounds already listed, ordered by the number in ROC1-CUL1 inh, largest number first:
SMILES | ROC1-CUL1 inh
C=C1C(C(=O)Nc2ccccc2F)C1C(=O)Nc1ccccc1F (stereo unspecified) | 12.5
CCN1CCN(c2ccc(C(=O)OC)cc2NC(=O)c2ccc(C)cc2)CC1 | 7.6
Cc1ccc(NC(=O)C2C(=O)N(C)c3ccccc32)cc1 (stereo unspecified) | 1.9
Cc1nc(SCC(=O)c2ccc(Cl)cc2)c2c3c(sc2n1)CCCC3 | 1.7
CCCCn1cc2c(c1-c1ccc(Cl)cc1)c(=O)n(C)c(=O)n2C | -4.0
CCOC(=O)c1cccc(NC(=O)CSc2cc(C)c3ccccc3n2)c1 | -8.5

# (cont.)
ROC1-CUL1 inh	SMILES
-4.0	COC(=O)[C@@H]1CCCN1Cc1nc(-c2cc(OC)ccc2F)oc1C
6.7	Cc1cc(C)n2nc(SCc3nnc(SCc4ccccc4)o3)nc2n1
-2.5	C(=N\n1c(SCc2ccccc2)nc2ccccc21)/c1ccccc1
6.9	Cc1ccc(Cn2c(=O)n(Cc3ccc(C(=O)NC4CCN(Cc5ccccc5)CC4)cc3)c(=O)c3ccccc32)cc1
1.3	CCn1c(COc2ccc(OC)cc2)nnc1SCC(=O)Nc1c(C)cccc1C
-0.7	Cc1nn(-c2ccc(OC(F)(F)Cl)cc2)c2c1C(C(F)(F)F)(C(F)(F)F)C(C#N)C(N)=N2 (stereo unspecified)
5.0	CC1CCC2C(=O)N(Cc3ccccc3)C(=O)C2C1 (stereo unspecified)
3.3	COc1cccc(CC2CN(C3CCCC3)CCO2)c1 (stereo unspecified)
4.5	Cc1cc(C)c2c(=O)[nH]c(=O)[nH]c2n1
0.1	CC(=O)N1CCC(C(=O)N2CCN(c3ccc(F)cc3)CC2)CC1
1.4	CCCCCc1ccc(-c2ccc(C(=O)Oc3ccc(C(=O)OC)cc3)cc2)nc1
13.5	COc1ccc(NC(=O)c2nc3cc(F)c(N4CCCC4)cc3nc2C)cc1
8.2	COc1ccc(Nc2nn(-c3ccccc3)c3c2C(=O)CCC3)cc1
-1.4	CCOC(=O)c1ccccc1N=C1N=C(Cc2ccc(OC)cc2)C(=O)N1
1.2	CCC(C)n1c(=N)c(C(=O)NC2CCCCC2)cc2c(=O)n3ccccc3nc21 (stereo unspecified)
1.0	Cc1cccc2c1-c1sc(C(=O)N(C)c3cccc(C(F)(F)F)c3)cc1CO2
-3.8	COc1ccc(-c2cc(C(=O)OCC(=O)c3ccc(C)cc3)c3cccc(Cl)c3n2)cc1
3.2	C=CCn1ccc(-c2cccc(-c3cc(C(=O)N4CCCC4)ccn3)c2)n1
-4.3	CC(=O)OC1=C(c2ccc(F)cc2)C(=O)c2ccccc2C1=O
12.8	C#CCOc1cc(-n2nc(C(C)(C)C)oc2=O)c(Cl)cc1Cl
0.7	O=C(COc1nsnc1N1CCOCC1)N/N=C/c1cc(I)c(O)c(I)c1
3.2	CCc1cc2c(=O)c(-c3nc4ccccc4s3)coc2cc1OC(=O)c1cc(OC)c(OC)c(OC)c1
4.3	COc1ccc(N2CCN(C3CC(=O)N(c4ccccc4Cl)C3=O)CC2)cc1 (stereo unspecified)
-3.5	Cn1nc2ccccc2c1CN1CCCC(c2cc(=O)[nH]cn2)C1 (stereo unspecified)
-6.0	CCC1=NN=C(c2ccc(F)cc2)C(c2c[nH]c3ccccc23)N1O (stereo unspecified)
6.5	O=C1NCCc2cc3c(cc21)OCO3
-11.7	COc1ccc(CCNC(=O)CCn2c(=O)c3ccccc3n(Cc3c(C)cc(C)cc3C)c2=O)cc1OC
3.1	Cc1ccn2cc(-c3ccc(F)cc3)cc2c1
3.6	N#CC1=C(c2ccccc2)OC(=N)C(C#N)C1c1ccc([N+](=O)[O-])cc1 (stereo unspecified)
13.0	CC1=C(OC(C)C)C2(O[C@@H](C)C(c3ccccc3)(c3ccccc3)O2)C1=O (stereo partly specified)
-3.5	COc1ccc2[nH]cc(CCNC(=O)Nc3c(C)cccc3C)c2c1
-4.6	CCOC(=O)c1c(NC(=O)c2cc3nc(-c4ccc(OC)cc4)cc(C(F)(F)F)n3n2)sc2c1CCCC2
3.8	C=CCOc1cccc(C2C(C(=O)c3ccc(F)cc3)C(=O)C(=O)N2CCCn2ccnc2)c1 (stereo unspecified)
2.3	Cc1ccc(OCC(=O)N/N=C/c2ccc([N+](=O)[O-])o2)c(Br)c1
9.0	CN1C(=O)C(S(=O)C2CCCCC2)C(=O)c2ccccc21 (stereo unspecified)
1.0	CCOCCCNCc1ccc(N(C)C)cc1
-2.7	COc1ccc2c(c1)C(=O)/C(=C/c1cccc(Br)c1)CC2
-5.5	CCn1c(=O)c2sccc2n2c(CCCC(=O)Nc3ccc(OC)c(OC)c3)nnc12
-3.1	CCC(C)(C)C(=O)Nc1cccc(C)c1
-0.5	CC(NC(=O)c1ccc2nc(Cc3ccccc3)oc2c1)c1ccccc1 (stereo unspecified)
-2.6	COc1ccccc1NC(=O)c1oc2ccccc2c1NC(=O)c1c(F)cccc1F
0.0	CCC(C)NS(=O)(=O)c1cc(C)ccc1OC (stereo unspecified)
-10.3	CN(C)c1ccc(C(CNC(=O)COc2ccc(Cl)cc2)N2CCOCC2)cc1 (stereo unspecified)
13.9	CC(C)CCSc1nc2sc3c(c2c(=O)n1-c1ccccc1)CCCC3
-4.8	Cc1cc(C)c(NC(=O)Cn2nnc(C(=O)Nc3ccc(F)cc3F)c2N)c(C)c1
0.3	Cc1cccc(N=C2C(=O)Nc3ccccc32)c1C
-5.2	CCCC(=O)Nc1ccccc1OCc1ccccc1
0.7	COc1cc(NC(=O)Cn2ncc3c([nH]c4ccc(C)cc43)c2=O)cc(OC)c1OC
3.4	COc1ccc(C(=O)N2CCN(Cc3cc(Br)ccc3OC)CC2)cc1
26.3*	N=C(N)SCC1=NC(=O)NC(=O)C1
10.0	Cc1cccc(/C=N\NC(=O)c2sc(N)nc2C)c1
-0.7	O=C(Nc1ccccc1)OCc1ccc(Cl)cc1Cl
-5.5	CSCCC(=O)N1CCOC(CCN(C)C)C1 (stereo unspecified)
7.9	COc1ccc(CCNC(=O)CCC2(Cc3cccc4ccccc34)CCC(=O)N2)cc1OC (stereo unspecified)
7.8	CCN(CCn1cccn1)C(=O)c1ccc(OC2CCN(C(=O)COC)CC2)cc1
4.4	CCN(CC)c1ncccc1CNCc1cccn1-c1cccnc1
0.9	CCCCNC(=O)C1C2C=CC(C2)C1C(=O)O (stereo unspecified)
-7.8	O=C(N/N=C/c1ccccc1O)c1cccc(Cl)c1
10.5	CCn1cc([N+](=O)[O-])c(C(=O)N2CCCc3ccccc32)n1
5.9	COc1ccccc1NC(=O)Cn1nc2c3cc(F)ccc3n(Cc3cccc(C)c3)cc-2c1=O

# Next part.
ROC1-CUL1 inh	SMILES
24.8	CC1=C(C(=O)OC(C)C)C(c2cccc(F)c2)NC(=O)N1C (stereo unspecified)
2.8	COC(=O)C1C(=N)SC(=N)C(C#N)C1c1ccc(F)cc1 (stereo unspecified)
-7.4	COC(=O)C(NNc1ccccc1C)(NC(=O)c1cccc(C)c1)C(F)(F)F (stereo unspecified)
2.1	CC(C)c1nc(CNC(=O)c2cc(COc3c(F)cccc3F)on2)cs1
1.3	COc1ccc(-c2nnc(Sc3cc(C)nc4ccccc34)o2)cc1
-1.8	COCCCn1c(=O)c2sccc2n2c(CCCC(=O)Nc3cc(C)cc(C)c3)nnc12
6.9	CCOC(=O)c1c(C)c(-c2ccccc2)n(CC(=O)Nc2cc(OC)cc(OC)c2)c1C
-6.5	CCOC(=O)C1CCN(C(=O)Cn2c(=O)oc3cc(S(=O)(=O)N4CCC(C)CC4)ccc32)CC1
18.4	O=C(O)CCC(=O)Nc1sc2c(c1C(=O)Nc1cccc3ccccc13)CCCCC2
-2.7	CCc1nnc(N=C2S/C(=C/c3ccc(N(C)C)cc3)C(=O)N2c2ccccc2)s1
12.3	CC(C)(C)c1ccc(C(=O)NC(=S)NCc2ccccc2)cc1
-1.6	COC(=O)CN1CCN(Cc2ccc(Cl)c(Cl)c2)CC1
-13.1	Cc1ccc2c(CC(=O)Nc3nnc(C(C)C)s3)coc2c1C
1.2	Cc1cc(C)c(S(=O)(=O)N=C2SCCN2S(=O)(=O)c2c(C)cc(C)cc2C)c(C)c1
-0.5	CCN(CC)CCCNC(=O)c1cc(-c2ccc(OC)c(OC)c2)on1
4.9	Cc1cc2oc(C(=O)Nc3ccc(S(=O)(=O)Nc4ncccn4)cc3)cc(=O)c2cc1C
2.1	O=C(c1cccn1-c1nnc(N2CCCCC2)s1)N1CCN(c2ccc(Cl)cc2)CC1
-4.9	CCCCC(=O)NC(=S)Nc1ccc2oc(-c3ccc(Cl)cc3Cl)nc2c1
7.4	CCCCOC(=O)CSC(=S)N1CCN(C(=O)OCC)CC1
2.5	COc1ccc(C(=O)C(OC(=O)c2ccc3c(c2)-c2ccccc2C3=O)c2ccccc2)cc1 (stereo unspecified)
-0.4	c1ccc(C[n+]2oc(-c3ccccc3)cc2-c2ccccc2)cc1
0.7	CCN(Cc1nccn1C)C(=O)c1ccc(N2CCOCC2)nc1
2.6	COc1ccc(NCc2cc3ccc(OC)cc3n(CC(=O)Nc3ccc(C)c(C)c3)c2=O)cc1
-0.2	Cc1sc(NC(=S)NC(=O)c2cccs2)nc1-c1ccc(CC(C)C)cc1

# Part of the list above in order of count of non-hydrogen atoms, largest number first.
ROC1-CUL1 inh	SMILES
7.9	COc1ccc(CCNC(=O)CCC2(Cc3cccc4ccccc34)CCC(=O)N2)cc1OC (stereo unspecified)
-8.5	CCOC(=O)c1cccc(NC(=O)CSc2cc(C)c3ccccc3n2)c1
1.7	Cc1nc(SCC(=O)c2ccc(Cl)cc2)c2c3c(sc2n1)CCCC3

# Further structures.
ROC1-CUL1 inh	SMILES
3.9	Cc1cc(=O)oc2cc(OC(=O)c3cccc(I)c3)ccc12
11.1	COC(=O)c1ccc(-c2nc(-c3ccc(OC)cc3)no2)cc1
5.6	CCc1ccc(Nc2nc(N)nc(CN3CCN(C)CC3)n2)cc1
-1.8	Cc1sc(C)c(-c2ccsc2)c1-c1ccsc1
8.0	CS(=O)(=O)N(CC(=O)N1CCCC1)c1ccc(C23CC4CC(CC(C4)C2)C3)cc1
4.2	O=C(NCc1cccnc1)C1CCN(C2CCN(Cc3ccc(Cl)s3)CC2)CC1
1.9	CCN1CC(CNC2CCN(c3ccc(CC(=O)NCCc4cccc(F)c4)cc3)CC2)CC1=O (stereo unspecified)
1.3	FC(F)(F)c1ccc(C2=Nc3ccccc3NC(c3cccs3)=N2)cc1
7.0	CC1CC(C)(C)CC2(C1)NC(=S)N(C)N2 (stereo unspecified)
6.5	O=C(Nc1ccc(S(=O)(=O)Nc2nccs2)cc1)c1cccs1
4.1	O=C1CS(=O)(=O)C1c1ccccc1 (stereo unspecified)
5.8	CCN1CCC(NC(=O)c2ccc3c(c2)OCCO3)CC1
-9.2	Cc1ccc(NC(=NCC(C)C)C(=NCC(C)C)Nc2ccc(C)cc2)cc1
6.1	O=C(Cn1cc(C(=O)c2ccco2)c2ccccc21)Nc1ccccc1C(F)(F)F
7.0	CC(C)[N+](C)(C)CC#CC(O)(c1ccccc1)c1ccccc1
-6.8	O=S(=O)(c1cnc(Cl)c(Br)c1)N1CCc2ccccc21
1.0	CN(C)S(=O)(=O)N1CCc2ccc(NC(=O)C3CCCO3)cc2C1 (stereo unspecified)
-7.5	COc1ccc(Nc2nc(C(F)(F)F)c(-c3ccc(F)cc3)s2)cc1
4.7	CCOc1ccc(NC(=O)Cc2ccccc2C)cc1
11.0	CSc1cccc(NC(=O)Cn2nnc(C(=O)NCCc3ccccc3)c2N)c1
5.4	O=C(Cc1cccs1)Nc1nnc(C(F)(F)F)s1
-0.8	Cc1ccc(-c2[nH]nc3c2C(c2ccc(N4CCOCC4)cc2)C(C#N)C(=N)O3)cc1 (stereo unspecified)
-16.3	O=C(OCc1cc(=O)n2nc(-c3cccs3)sc2n1)c1ccccc1Cl
0.4	c1ccc(C2(c3ccccc3)CC2c2ccncc2)cc1 (stereo unspecified)
-2.4	O=C(CSc1nc2ccsc2c(=O)n1Cc1ccccc1Cl)NCc1ccc(F)cc1
8.9	CCCOc1ccccc1C1NC(=O)N=C(C)C1C(=O)OC1CCCCC1 (stereo unspecified)
-4.2	CC(=O)Nc1cccc(Cl)c1Cl
-3.5	O=C(N/N=C/c1cccc(Br)c1)C(=O)Nc1ccc(Cl)cc1Cl
-6.6	Cc1cc(-c2ccc(S(=O)(=O)Nc3cccc(C)c3C)s2)on1
5.7	CC(C)(Oc1cccc2c1sc1ccccc12)C(=O)O
0.0	COC(=O)N[C@@H]1CC2=C(CCCC2)C[C@H]1I
-4.3	CCCS(=O)(=O)NCCc1csc2nc(-c3ccc(C)cc3)nn12
-8.1	Nc1c(C(=O)Nc2cccc(F)c2)c2ccccn2c1C(=O)c1ccccc1
8.9	COC(=O)c1cccc(Oc2nc3c(c(=O)n(C)c(=O)n3C)n2Cc2ccc(C)cc2)c1
-6.9	COc1ccccc1Oc1ncccc1CNC(=O)CNC(C)=O

# High-throughput results (PubChem)
